PLC-gamma1 inh: PLC-gamma1 enzyme inhibitors, primary screen, biochemical, fluorescence, purified enzyme | 1-phosphatidylinositol 4,5-bisphosphate phosphodiesterase gamma-1 (Homo sapiens), P19174 | fluorogenic substrate | inhibition, % at 12.2 µM | hit rate 0.84% among 370,000; in the data active = inhibition above about 9.5%
hgDAF-12 ag: H. glycines DAF-12 receptor agonists, primary screen, cell-based, luminescence, HEK293, GAL4 fusion, UAS-luciferase. hit rate 1.8% among 370,000. Nuclear hormone receptor DAF-12 (Heterodera glycines), GAL4 fusion. HEK293 GAL4-hgDAF12 UAS-luciferase reporter, agonist luminescence; normalized to butyrate control. activation, % at 6.8 µM;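 active = activation above a cutoff set at the mean of all screened compounds plus 3 SD, cut at about 10% in these data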;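 also: 0% = DMSO wells and 100% = sodium butyrate wells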
ADAM17 inh: ADAM17 inhibitors, primary screen, biochemical, QFRET. recombinant ADAM17, EDANS/DABCYL FRET peptide cleavage. AID 720648, 2013. hit rate 0.83% among 370,000. Disintegrin and metalloproteinase domain-containing protein 17 (Homo sapiens), P78536. inhibition, % at 6.95 µM;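 active = inhibition above the mean of compounds lying between control limits plus 3 SD, set per campaign, cut at about 8.5% in these data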;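 also: 0% = DMSO-only wells as the low control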
Rev-erbA mod: modulators of Rev-erb alpha DNA binding, primary screen, biochemical, FITC-DNA, fluorescence polarization, uHTS; Rev-erbα–FITC-DNA binding, 90 min; activity, % at 10 µM; hit rate 0.79% among 370,000;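 active = activity above about 14%, limit read from the data; passing the limit was not always enough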;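 also: 0% = DMSO wells with 35 nM protein and 100% = DMSO wells with 750 nM protein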
Target sequence (P20393 whole entry, looked up): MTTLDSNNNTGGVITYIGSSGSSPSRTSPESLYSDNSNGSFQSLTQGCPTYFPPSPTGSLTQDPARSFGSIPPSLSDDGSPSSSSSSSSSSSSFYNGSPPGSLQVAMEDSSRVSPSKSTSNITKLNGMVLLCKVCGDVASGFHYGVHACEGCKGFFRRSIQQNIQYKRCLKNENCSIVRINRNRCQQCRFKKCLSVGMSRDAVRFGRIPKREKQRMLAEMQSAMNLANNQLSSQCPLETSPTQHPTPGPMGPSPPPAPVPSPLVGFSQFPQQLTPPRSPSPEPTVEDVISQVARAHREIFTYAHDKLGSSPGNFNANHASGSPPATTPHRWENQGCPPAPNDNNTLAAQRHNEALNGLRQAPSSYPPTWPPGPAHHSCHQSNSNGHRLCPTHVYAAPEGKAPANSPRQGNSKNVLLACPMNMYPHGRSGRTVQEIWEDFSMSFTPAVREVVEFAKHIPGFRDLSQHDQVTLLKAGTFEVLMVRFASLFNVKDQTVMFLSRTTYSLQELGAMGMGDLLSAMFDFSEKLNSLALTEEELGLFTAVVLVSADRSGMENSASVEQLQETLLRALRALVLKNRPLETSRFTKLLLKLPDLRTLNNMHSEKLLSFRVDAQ
MBD2 DNA inh: inhibitors of MBD2 binding to methylated DNA, primary screen, biochemical, TR-FRET, DNA-binding domain, human | MBD2 binding to methylated oligonucleotide | hit rate 0.31% among 370,000 | Methyl-CpG-binding domain protein 2 (Homo sapiens), Q9UBB5 | inhibition, % at 4.4 µM; in the data active = inhibition above about 13%
hcDAF12 agonist: H. contortus DAF-12 nuclear receptor activators, primary screen, cell-based, luminescence, HEK293, lit1-tk-luc reporter | HEK293 hcDAF-12 lit1-tk-luc reporter; 0% DMSO, 100% Δ7-dafachronic acid | activation, % at 6.8 µM | hit rate 1.4% among 370,000 | AID 652067, 2013;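 active = activation above the mean of all tested compounds plus 3 SD, cut at about 5.5% in these data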;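 also: 100% = response to 3 µM Δ7-dafachronic acid high control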
PLCb3 inh: human PLC-beta3 inhibitors, primary screen, biochemical, fluorescence | Purified PLC-beta3, fluorogenic substrate | inhibition, % at 12.2 µM | hit rate 0.18% among 370,000 | AID 720704, 2013; in the data active = inhibition above about 11%;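 also: 0% = median of compound wells on plate and 100% = full blocker control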
DAX1 inh-1: DAX1 (NR0B1) inhibitors, primary screen, cell-based, HEK293, Gal4-DAX1, luciferase luminescence; Nuclear receptor subfamily 0 group B member 1 (Homo sapiens), P51843; HEK293 Gal4-DAX1 luciferase reporter; inhibition, % at 6.75 µM; hit rate 0.99% among 340,000; AID 504766, 2011;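 active = inhibition above the mean over all tested compounds plus 3 SD, cut at about 4.2% in these data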;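 also: 0% = DAX1-transfected cells with DMSO and 100% = empty-vector control cells with DMSO; inhibition shows as a rise in luminescence from relieved DAX1 repression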
Target sequence (P51843 207-470 limits assumed): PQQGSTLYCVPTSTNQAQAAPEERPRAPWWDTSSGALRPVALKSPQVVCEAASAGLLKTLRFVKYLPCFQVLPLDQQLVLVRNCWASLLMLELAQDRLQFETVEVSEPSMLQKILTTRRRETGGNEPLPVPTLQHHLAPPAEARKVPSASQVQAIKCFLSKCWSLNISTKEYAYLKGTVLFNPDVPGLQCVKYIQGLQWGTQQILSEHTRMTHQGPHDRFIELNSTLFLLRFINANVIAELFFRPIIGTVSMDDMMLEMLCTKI
SMARCA2 activ: SMARCA2 (BRM) function activators, primary screen, cell-based, luminescence, high throughput | MG213 cells, MMTV-luciferase reporter, dexamethasone, overnight | activation, % at 9.1 µM | hit rate 1% among 370,000; in the data active = activation above about 7.8%;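 also: 0% = vehicle wells and 100% = reference activator wells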
DAX1 inh-2: DAX1 (NR0B1) inhibitors on StAR promoter, primary screen, cell-based, luminescence, SF-1 (NR5A1), full-length DAX-1; HEK293T StAR-luciferase reporter, SF-1/DAX-1 repression relief; inhibition, % at 6.8 µM; hit rate 1.1% among 370,000; AID 652010, 2013;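 active = inhibition above the mean over all tested compounds plus 3 SD, cut at about 3.6% in these data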;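 also: 0% = DAX-1 cells with DMSO and 100% = cells lacking DAX-1 with DMSO; higher inhibition means more luminescence from relief of DAX-1 repression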
ssDAF-12 act: S. stercoralis DAF-12 nuclear receptor activators, primary screen, cell-based, luminescence, HEK293, GRIP1 co-expression, lit1-tk-luc; AID 652126, 2013; hit rate 1% among 370,000; activation, % at 6.8 µM; Nuclear hormone receptor DAF-12 (Strongyloides stercoralis); HEK293 ssDAF-12/GRIP1 lit1-tk-luc reporter; % of 3 µM dafachronic acid response;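 active = activation above the mean over all tested compounds plus 3 SD, cut at about 0.9% in these data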;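 also: 0% = DMSO-only wells and 100% = 3 µM delta7-dafachronic acid wells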
* = called active by the depositor; nt = no result given; & = joins results of further samples.

Below each compound: PLC-gamma1 inh	hgDAF-12 ag	ADAM17 inh	Rev-erbA mod	MBD2 DNA inh	hcDAF12 agonist	PLCb3 inh	DAX1 inh-1	SMARCA2 activ	DAX1 inh-2	ssDAF-12 act
> Cn1nc(-c2ccccc2)c(C(=O)Nc2ccc(Cl)cc2)c1Cl
  -4	-0.2	-4	-7	-1	-1.2	1	-0.1	1	-0.9	-0.4
> O=C(c1cc2c(s1)CCCC2)N1CCN(S(=O)(=O)c2ccccc2)CC1
  -1	-0.1	5	2	-2	-1.2	-7	-0.1	-2	0.4	-1.4
> Cc1ccc(-c2c(C#N)c(N)n(-c3ccccc3C)c(=O)c2C#N)cc1
  -6	2.8	-2	-4	-4	0.0	-9	nt	-1	-0.9	-1.1
> CC(C(=O)O)c1cccc(Oc2ccccc2)c1 (centres undefined)
  1	2.3	-1	2&-6	2	0.5	-8	-0.8	-6	1.4	-1.5
> CCN1CCN(c2sc(S(C)(=O)=O)nc2S(=O)(=O)c2ccc(C)cc2)CC1
  0	0.4	-3	-1	0	-0.8	-7	0.7	3	-0.6	-1.4
> CCCn1cnc2cc(NCc3ccccn3)ccc21
  -41	9.8	-8	-4	-3	1.9	-55	2.0	6	5.0*	-0.5
> COC(=O)CCCCC1SCC(NC(=O)c2ccccc2)C1=O (centres undefined)
  -7	0.3	-5	3	3	1.3	-8	1.2	-4	0.7	-0.9
> c1coc(CNC2C3CC4CC(C3)CC2C4)c1 (centres undefined)
  -1	1.9	-2	-2	4	-0.1	0	0.2	-2	-0.2	-1.7
> O=C(NCc1ccc2c(c1)OCO2)NC1CCCCC1
  2	3.6	0	2	4	-0.9	1	-0.5	-1	0.3	-1.3
> CC(N=C1NS(=O)(=O)c2ccccc21)C(=O)NCCCc1ccccc1 (centres undefined)
  0	-3.2	-4	0	0	0.7	-3	-0.6	-2	-0.3	-2.0
> CCS(=O)(=O)Nc1cccc(C2=NN(S(=O)(=O)c3ccc(C)cc3)C(c3cccs3)C2)c1 (centres undefined)
  -2	2.8	4	3	-2	-2.7	3	-1.2	-1	0.1	-1.9
> Cc1c(Cl)cccc1NC(=O)C1Cc2ccccc2CN1C(=O)c1ccccc1 (centres undefined)
  -1	-0.3	-1	-1	3	0.5	2	-0.8	2	-0.4	-1.7
> CC(=O)N1C[C@@H](CO)[C@@H](N(C)C(=O)/C=C/c2ccccc2)C[C@H]1c1ccccc1
  3	1.9	-2	-4	2	-1.4	1	nt	-3	-0.6	-1.4
> Cc1cccc(OCC(=O)Nc2sc3c(c2C#N)CCC3)c1
  4	-0.4	4	-8	-3	0.3	-1	0.9	-1	0.9	-1.4
> O=C(COc1cccc2ccccc12)N1CCN(c2ccccc2)CC1
  2	4.2	4	0	-6	-0.6	3	-0.3	2	-0.3	-1.2
> Cc1nnc(NC(=O)C2CCCN(c3ncccn3)C2)s1 (centres undefined)
  -8	-2.8	-10	-1	4	0.7	-11	0.5	-3	0.6	-1.3
> O=C(O)C1C2CCC(O2)C1C(=O)NCc1ccncc1 (centres undefined)
  0	-2.0	0	-1	5	-0.4	4	0.8	1	0.3	-0.9
> CC(=O)c1ccc(NC(=O)CSc2nnc(Cn3c(=O)sc4ccccc43)n2C)cc1
  0	8.0	-5	5	-5	-0.1	0	4.8*	-2	-0.1	-1.2
> COc1cc2ccccc2ccc1=NO
  0	8.8	2	0	-3	0.3	-3	-0.2	-4	-1.3	-1.7
> O=C(O)c1cccc(NC(=O)c2cn(-c3ccccc3)nc2-c2ccc(F)cc2)c1
  -2	-1.6	-4	0	4	-1.1	-7	0.5	-3	0.0	-0.9
> N#Cc1ccc(COn2nnc3ccccc32)cc1
  5	7.2	-1	-6	-6	-1.2	3	0.3	0	-0.5	-1.4
> Cc1ccc(Nc2nc3c([nH]2)c(=O)n(C)c(=O)n3C)cc1
  2	0.7	-1	0	1	-0.8	1	1.0	-2	-0.3	-1.3
> COc1ccccc1CC(=O)N(CCC1=CCCCC1)c1c(N)n(Cc2ccccc2)c(=O)[nH]c1=O
  3	-0.2	2	1	2	0.5	-1	0.5	3	-0.8	-0.4
> CCOc1ccc(S(=O)(=O)N2CCCCC2)cc1NC(=O)Cc1ccsc1
  -4	0.9	-1	7	-3	-0.9	-6	-0.6	-3	-0.2	-1.6
> Cc1cccc(Nc2cc(=O)n(C)c(=O)[nH]2)c1
  4	0.4	1	-1	2	-0.2	8	0.3	-3	0.5	-0.7
> Clc1ccccc1CSc1nnc(-c2ccncc2)o1
  3	5.3	-3	0	-1	3.1	-6	2.4	2	1.5	-0.4
> COc1ccc(C(CC(=O)N2CCCC2)c2c(O)cc(OC)cc2OC)cc1 (centres undefined)
  2	-1.1	-2	6	4	-0.4	-5	1.0	3	-0.2	-1.6
> CCC(C)NC(=O)C1CCC(=O)N(c2cc(OC)c(OC)c(OC)c2)C1c1ccc(OC)cc1 (centres undefined)
  -1	-0.3	-3	1	8	-1.4	1	-0.3	-4	0.3	-1.3
> CCCOc1ccc(-c2nnn(CC(=O)N3CCC(C)CC3)n2)cc1
  1	-1.3	-5	0	0	-0.5	-1	-1.5	-2	0.2	-1.5
> CCOC(=O)c1c(-c2ccco2)csc1NC(=O)CSc1nnc(N)s1
  -1	-1.4	-1	-10	-3	-1.8	-6	0.1	-1	1.2	-1.5
> C[C@H](OC(=O)n1ccnc1)[C@@H]1O[C@@]2(C)CCC[C@@H]1O2
  2	-1.5	1	-1	-4	-0.2	3	1.4	-1	0.1	-1.3
> CC(=O)c1ccc(N2CCN(C(=O)Cn3cnc(S(=O)(=O)N4CCCCC4)c3)CC2)cc1
  2	-0.8	-5	3	4	-1.7	-7	1.5	0	-0.1	-0.1
> O=C(CNCc1cccs1)Nc1cc(S(=O)(=O)N2CCCC2)ccc1Cl
  0	1.7	-4	-2	-2	-2.5	-13	-1.7	-4	-0.9	-1.7
> COc1ccc(NC(=O)CCN2CCCC(C)C2)cc1 (centres undefined)
  1	-2.0	-6	1	-9	-0.9	1	-0.3	-2	-0.1	-1.3
> CCC(C)NC(=O)CNC(=S)N(CCCN1CCOCC1)Cc1cccs1 (centres undefined)
  -1	-2.5	0	3	-2	-0.5	3	-0.5	2	-0.1	-0.5
> O=C(O)c1cccc(S(=O)(=O)Nc2cccc3ccccc23)c1
  2	2.5	-1	0	1	1.6	-3	0.3	6	0.2	-0.3
> COc1ccc(CN2C[C@H](O)COC[C@@H]3O[C@H](CC(=O)NCc4ccncn4)CC[C@H]32)cc1
  2	-1.1	-2	-2	1	1.2	2	nt	-5	0.8	-1.0
> CCn1ncc(/C=C/C(=O)NCc2cnn(C)c2C)c1C
  2	-1.6	-4	6	0	-1.4	-1	0.5	-2	-0.2	-1.9
> COc1cc(OC)cc(-c2c(-c3ccc(F)cc3)c3cc(-c4cccc5[nH]ccc45)ccc3n2C)c1
  -30	2.3	-14	1	-2	-0.8	-50	0.3	-1	-0.2	-0.7
> COc1cccc(C2C(C(C)=O)=C(O)C(=O)N2CCc2c[nH]c3ccccc23)c1 (centres undefined)
  -2	-0.6	5	-6	0	2.2	-3	2.1	-2	-0.4	-0.3
> CNC(=O)c1ccc(OC2CSC2)cc1
  -2	0.5	0	2	3	0.4	2	-1.4	-6	-0.6	-0.9
> CCCCCCc1ccc(N2C[C@H](CCCCC)[C@@H](CC(=O)NCc3ccccc3)C2=O)cc1
  -1	3.5	-5	4	1	-1.6	0	1.2	1	0.2	-1.4
> Cc1ccc2c(Cl)c(C(=O)NCC(c3ccco3)N3CCCC3)sc2c1 (centres undefined)
  1	1.4	0	-3	-2	-0.3	-3	0.3	4	0.4	-0.9
> O=C(CC(=O)c1ccccc1)Nc1ccccc1
  -1	5.7	-1	2	-2	2.4	-6	4.5*	6	1.0	-0.2
> Cn1cccc1C(=O)NC(=O)COC(=O)C12CC3CC(CC(O)(C3)C1)C2
  -4	4.0	-5	3	-3	1.9	-5	1.9	2	0.6	-0.6
> O=C(NC(=S)NCc1ccccc1)c1cccnc1
  -1	1.6	2	-4	1	3.7	2	-0.5	5	0.1	1.0*
> CC(=O)NCCC(=O)Nc1sc2c(c1-c1nc3ccccc3[nH]1)CCCC2
  -324	0.6	-41	1	-9	0.1	-381	-0.4	2	-0.8	-0.6
> Cc1coc2cc3oc(=O)ccc3cc12
  -74	2.1	-21	8	0	-0.4	-100	0.2	0	-0.2	-0.6
> CCC1CCCCN1C(=S)NC(=O)c1ccc([N+](=O)[O-])cc1 (centres undefined)
  0	4.5	2	3	0	0.0	-1	-0.4	0	0.1	-0.7

Screening data as filed in PubChem BioAssay.
